# TLR9-MyD88 inh = blocks human TLR9 binding to MyD88. 0.21% of 340,000 active. inhibition, % at 4.98 µM. CHO BLA complementation TLR9-MyD88, CCF4 FRET ratio. Q9NR96+Q99836;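 active means inhibition above the mean over all tested compounds plus 3 SD, cut at about 21% in these data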;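 further: 0% = DMSO only wells and 100% = clavulanate BLA inhibitor control wells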
# NCOA1 inh = inhibitors of human steroid receptor coactivator 1 (SRC1); inhibition, % at 3.6 µM; HEK293 GAL4-SRC1 luciferase reporter, luminescence; Q15788; 0.12% of 360,000 active; AID 588354;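 active means inhibition above the campaign mean plus 3 SD, with each screening campaign given its own cutoff, cut at about 60% in these data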;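 further: 0% = DMSO treated cells and 100% = gossypol at 36 µM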
# NOD2 RIPK2 PPI = inhibitors of human NOD2-RIPK2 interaction; O43353; CHO BLA complementation NOD2-RIPK2, CCF4 ratio; inhibition, % at 4.98 µM; 0.38% of 360,000 active; in the data active means inhibition above about 21%;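 further: 0% = vehicle only and 100% = reference blocker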
# Target sequence (O43353 whole entry, looked up): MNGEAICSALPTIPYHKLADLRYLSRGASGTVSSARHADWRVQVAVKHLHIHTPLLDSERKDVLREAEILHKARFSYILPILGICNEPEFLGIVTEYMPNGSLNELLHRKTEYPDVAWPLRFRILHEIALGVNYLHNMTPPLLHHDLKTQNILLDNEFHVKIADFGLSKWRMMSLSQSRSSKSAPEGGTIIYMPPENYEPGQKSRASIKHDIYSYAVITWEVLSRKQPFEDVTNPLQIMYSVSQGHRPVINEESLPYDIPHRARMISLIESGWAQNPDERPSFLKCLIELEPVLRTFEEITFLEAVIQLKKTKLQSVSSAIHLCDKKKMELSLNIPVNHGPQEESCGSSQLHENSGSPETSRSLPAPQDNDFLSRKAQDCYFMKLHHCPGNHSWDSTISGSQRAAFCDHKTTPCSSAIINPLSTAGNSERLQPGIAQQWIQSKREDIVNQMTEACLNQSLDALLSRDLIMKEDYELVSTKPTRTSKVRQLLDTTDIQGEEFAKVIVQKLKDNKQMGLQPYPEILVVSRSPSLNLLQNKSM
# NR2F2 inh = NR2F2 (human) inhibition, primary screen | P24468 | AID 686940 | HEK293T NGFI-A luciferase reporter, luminescence | inhibition, % at 8.6 µM | 0.7% of 370,000 active;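 active means inhibition above a per-plate cutoff, mean inhibition of test wells between control levels plus 3 SD, cut at about 38% in these data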;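 further: cells cotransfected with COUP-TFII expression vector driving the NGFI-A reporter; 0% = median of COUP-TF2 test wells and 100% = reporter-only cells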
# Target sequence (P24468 whole entry, looked up): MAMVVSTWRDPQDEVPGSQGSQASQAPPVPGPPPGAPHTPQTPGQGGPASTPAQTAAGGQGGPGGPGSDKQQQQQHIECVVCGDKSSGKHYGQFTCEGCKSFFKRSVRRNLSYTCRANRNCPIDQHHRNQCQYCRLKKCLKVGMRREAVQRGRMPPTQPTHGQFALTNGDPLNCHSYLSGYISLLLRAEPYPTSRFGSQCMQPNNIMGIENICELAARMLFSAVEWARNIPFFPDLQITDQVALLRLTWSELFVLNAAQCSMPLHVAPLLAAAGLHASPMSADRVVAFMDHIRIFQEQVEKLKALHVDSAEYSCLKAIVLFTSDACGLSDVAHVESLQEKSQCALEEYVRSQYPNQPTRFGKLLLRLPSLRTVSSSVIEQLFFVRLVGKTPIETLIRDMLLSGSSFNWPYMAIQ
# ABHD5 PLIN5 PPI = blocks binding of human ABHD5 to perilipin-5; Split G. princeps luciferase complementation, luminescence, 4 h; 0.78% of 360,000 active; Q00G26+Q8WTS1; inhibition, % at 4 µM; AID 602281;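 active means inhibition above the mean inhibition across every tested compound plus 3 SD, cut at about 22% in these data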;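 further: 0% = DMSO only wells and the 100% control is not disclosed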
# NCOA3 inh = inhibitors of human steroid receptor coactivator 3 (SRC3); AID 588352; inhibition, % at 3.6 µM; 0.17% of 360,000 active; HEK293 GAL4-SRC3 luciferase reporter, luminescence;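 active means inhibition above a per-campaign cutoff, the mean of all compounds plus 3 SD, cut at about 60% in these data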;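 further: 0% = DMSO-treated cells and 100% = gossypol-treated cells at 36 µM; higher means less SRC3-driven luciferase light from the GAL4 reporter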
# MC4R antag cAMP = antagonists of human melanocortin 4 receptor (MC4R); inhibition, % at 6.5 µM; MC4R-expressing cells, MTII-stimulated cAMP, LANCE TR-FRET; 0.48% of 360,000 active;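 active means inhibition above its plate's cutoff, the mean of tested wells on that plate plus 3 SD, cut at about 29% in these data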;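 further: 0% = Melanotan II alone and 100% = Melanotan II plus saturating MCL0020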
#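 Assay system: U2OS-MC4R stable cell line; Also added: Melanotan II; Technique: Eu-cAMP/anti-cAMP TR-FRET, emission 671 nm; Times: 30-min compound, 1-h challenge, 1-h detection, room temperature.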
# NCOA2 inhibitor = inhibits human steroid receptor coactivator 2; Q15596; HEK293 GAL4-SRC2 luciferase reporter, luminescence; inhibition, % at 9 µM; 0.17% of 370,000 active;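 active means inhibition above the mean inhibition of all tested compounds plus 3 SD, set per campaign, cut at about 52% in these data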;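 further: 0% = DMSO treated cells and 100% = cells given Gossypol at 36 µM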
# MC4R ag barr = activates human MC4R beta-arrestin recruitment. 0.98% of 360,000 active. activation, % at 8.9 µM. U2OS MC4R beta-arrestin complementation, luminescence; percent of melanotan II response, DMSO zero. P32245;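 active means activation above a per-plate cutoff, the mean activation of sample wells on that plate plus 3 SD, cut at about 8% in these data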
# LMP1 NFkB inh = inhibitors of Epstein-Barr LMP1-induced NF-kappaB reporter; 0.69% of 350,000 active; LMP1-induced NF-kappaB luciferase reporter cells, luminescence; inhibition, % at 12.5 µM; in the data active means inhibition above about 41%;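 further: 0% = neutral control wells and 100% = reference inhibitor control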
# LRH-1 inv ag = suppresses constitutive activity of human LRH-1 | 0.13% of 360,000 active | HEK293T StAR-luciferase reporter, LRH-1 transfected, 24 h | AID 602396 | inhibition, % at 3.6 µM;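 active means inhibition above the mean inhibition of all tested compounds plus 3 SD, cut at about 73% in these data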;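 further: 0% = DMSO wells and 100% = reporter-only cells lacking LRH-1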
# The depositor's hits bear a star; nt = no result given.
SMILES,TLR9-MyD88 inh,NCOA1 inh,NOD2 RIPK2 PPI,NR2F2 inh,ABHD5 PLIN5 PPI,NCOA3 inh,MC4R antag cAMP,NCOA2 inhibitor,MC4R ag barr,LMP1 NFkB inh,LRH-1 inv ag
S=C(NCc1ccco1)N1CCN(c2ccc(Cl)cc2)CC1,5,-3,3,5,2,21,-4,19,-0.6,9,6
O=C(Nc1ccc(Cl)cc1)OCCn1nnnc1C(c1ccccc1)N1CCOCC1 (stereo not given),10,1,4,-5,0,20,5,6,1.3,2,8
C=CCOC(=O)C1=C[C@@H](c2ccc3c(c2)OCO3)C[C@@H](OCc2ccc(CO)cc2)O1,1,-12,-9,-6,-3,-15,-3,-12,-0.9,-6,-5
CCN(CC)c1ccc(C(=O)OCC(=O)Nc2sccc2C#N)cc1,-7,-66,-12,-24,0,-55,6,-38,-0.8,-39,-59
CNC(=S)NNC(=O)c1ccccc1Cl,nt,10,1,15,-1,11,3,-2,3.1,nt,7
Cc1ccc(NC(=O)c2ccc3c(c2)N(CC(=O)N2CCCCC2)C(=O)C(C)(C)O3)cc1,1,2,1,3,-2,0,6,14,-0.9,-3,-3
Fc1ccc(NC(=S)Nc2cc(Cl)ccc2Cl)cc1,1,-18,1,-2,-1,7,4,-14,-1.7,-6,-1
CCCNC(=O)c1ccc(N2CCC3(CC2)CC(c2cccc(Br)c2)=NO3)c(NC(=O)c2ccc(Cl)c([N+](=O)[O-])c2)c1,-2,-1,-9,3,0,-7,5,19,-0.3,2,-18
O=C(COC(=O)CSc1ccc([N+](=O)[O-])cc1)NCCCc1ccccc1,-7,3,-4,-6,-2,-8,11,-11,0.2,6,-16
O=C(c1ccc(Cl)c(S(=O)(=O)N2CCCC2)c1)N1CCOCC1,-4,1,-10,-7,6,-9,6,-17,-1.4,-7,-16
COc1ccc(CNc2ccc(S(N)(=O)=O)cc2)cc1,12,15,-18,4,5,13,-5,16,-1.7,-4,7
OCCN1CCN(c2nc(-c3ccccc3)c3cc(Cl)ccc3n2)CC1,5,-15,17,2,19,-4,-1,8,2.0,-10,-1
O=C(Nc1ccc2oc(-c3ccccc3F)nc2c1)c1ccco1,7,-111,-1,-41,-1,-77,0,-47,-1.9,-28,-177
Clc1nc(Oc2ccccc2)nc(-c2cn(-c3ccccc3)c3ccccc23)n1,-7,-7,4,20,-1,-1,12,-14,0.7,-1,-2
C=CCSc1nc2ccccc2n1C(=O)/C=C/c1ccc(OC)c(OC)c1,0,-14,2,-14,9,-2,-25,-3,-0.2,-13,7
COc1ccccc1C(=O)NNC(=O)c1ccc(Br)cc1,-9,-38,7,5,-1,-4,13,-25,-0.3,3,-15
CS(=O)(=O)N(CC(=O)Nc1ccc(S(=O)(=O)N2CCOCC2)cc1)c1ccccc1Br,5,10,4,-16,2,1,14,-21,-3.4,-2,7
COc1ccc(CNC(=O)c2cc(-c3ccccc3O)n[nH]2)cc1,2,5,-4,-20,3,7,0,0,-1.7,4,7
Cc1ccc(-c2ccc(CCC(=O)O)n2Cc2ccco2)cc1,-6,-3,4,-4,19,4,-3,-2,-1.3,0,-28
O=C(CCN1CCOCC1)Nc1cccc(Br)c1,-6,-5,2,8,1,9,5,0,-1.5,-5,-33
O=S(=O)(/N=C(\c1ccccc1)N1CCOCC1)c1cccs1,-2,-3,-10,-6,2,20,10,-14,-1.4,-6,-2
Cc1cc(OCc2nc(N)nc(N)c2-c2ccc(Cl)c(Cl)c2)ccc1[N+](=O)[O-],2,45,-1,28,15,37,-2,16,3.3,2,51
CC1CN(c2nc3ccccc3nc2SCC(=O)Nc2cccc(C(F)(F)F)c2)CC(C)O1 (stereo not given),-3,26,-5,0,0,31,6,25,3.2,24,22
COc1ccc(NC(=O)CNS(=O)(=O)c2cccs2)c(OC)c1,2,-8,-4,-13,0,7,0,4,1.9,1,9
OCCO,7,-4,-13,8,7,4,-1,2,-0.8,4,-9

# Exported with bars between the fields: entries from further up
Structure | TLR9-MyD88 inh | NCOA1 inh | NOD2 RIPK2 PPI | NR2F2 inh | ABHD5 PLIN5 PPI | NCOA3 inh | MC4R antag cAMP | NCOA2 inhibitor | MC4R ag barr | LMP1 NFkB inh | LRH-1 inv ag
Cc1ccc(NC(=O)c2ccc3c(c2)N(CC(=O)N2CCCCC2)C(=O)C(C)(C)O3)cc1 | 1 | 2 | 1 | 3 | -2 | 0 | 6 | 14 | -0.9 | -3 | -3
S=C(NCc1ccco1)N1CCN(c2ccc(Cl)cc2)CC1 | 5 | -3 | 3 | 5 | 2 | 21 | -4 | 19 | -0.6 | 9 | 6
O=S(=O)(/N=C(\c1ccccc1)N1CCOCC1)c1cccs1 | -2 | -3 | -10 | -6 | 2 | 20 | 10 | -14 | -1.4 | -6 | -2
Cc1cc(OCc2nc(N)nc(N)c2-c2ccc(Cl)c(Cl)c2)ccc1[N+](=O)[O-] | 2 | 45 | -1 | 28 | 15 | 37 | -2 | 16 | 3.3 | 2 | 51

# Reformatted with bars between the fields: two of the compounds above
Structure | TLR9-MyD88 inh | NCOA1 inh | NOD2 RIPK2 PPI | NR2F2 inh | ABHD5 PLIN5 PPI | NCOA3 inh | MC4R antag cAMP | NCOA2 inhibitor | MC4R ag barr | LMP1 NFkB inh | LRH-1 inv ag
O=S(=O)(/N=C(\c1ccccc1)N1CCOCC1)c1cccs1 | -2 | -3 | -10 | -6 | 2 | 20 | 10 | -14 | -1.4 | -6 | -2
COc1ccccc1C(=O)NNC(=O)c1ccc(Br)cc1 | -9 | -38 | 7 | 5 | -1 | -4 | 13 | -25 | -0.3 | 3 | -15

# Later entries.
SMILES,TLR9-MyD88 inh,NCOA1 inh,NOD2 RIPK2 PPI,NR2F2 inh,ABHD5 PLIN5 PPI,NCOA3 inh,MC4R antag cAMP,NCOA2 inhibitor,MC4R ag barr,LMP1 NFkB inh,LRH-1 inv ag
Cc1ccc(C2c3sc(=O)[nH]c3SC3C4CC(C5C(=O)N(C(C)C(=O)O)C(=O)C45)C23)cc1 (stereo not given),9,14,0,3,6,20,11,-6,2.9,1,9
CC(=O)Oc1ccc(OC(C)=O)c2c1CC1(C)OC1(C)C2 (stereo not given),-6,-3,-5,-10,7,-15,3,-12,-0.1,-1,-8
Cc1cccc(CN2C(=O)c3ccccc3Sc3ccc(C(=O)O)cc32)c1,-8,1,-6,-6,4,6,17,22,-3.2,-8,-7
COc1cc(/C=C(\C#N)C(=O)Nc2cccc(C(=O)O)c2)ccc1OCc1ccc(Cl)cc1,-1,-123,2,-38,0,-80,-10,-67,-0.1,-23,-79
COc1cc(CNc2ccc3[nH]c(=O)[nH]c3c2)ccc1OCc1c(F)cccc1Cl,3,-18,-9,36,-12,-5,1,29,-1.3,-6,28
Oc1ccc2ccccc2c1CN1CCN(c2ccccc2)CC1,-7,-14,-1,10,-4,8,0,-28,-1.8,-22,9
O=C(Nc1ccc(OCc2ccccc2)cc1)c1cccnc1,-4,-66,-11,-20,-1,-16,0,-49,0.6,-19,-2
COCCNC(=O)C(C)OC(=O)C1=Cc2ccccc2OC1 (stereo not given),3,-5,0,-9,2,-9,-2,-36,-3.3,-3,-4
COCCCNC(=O)N1c2ccccc2Sc2ccccc21,1,-11,5,16,2,-4,5,28,0.5,-11,-11
CC1CC(=O)Nc2ccccc2N1C(=O)CN1CCN(C=O)CC1 (stereo not given),-9,-19,-11,9,-1,15,-2,-20,1.3,-15,29
COCCn1nnnc1CN(CCc1ccccc1)Cc1cc2cc(OC)ccc2[nH]c1=O,-13,10,-8,-9,6,-15,-1,-3,0.8,9,14
CN1CCN(C(=O)C2(NC(=O)NCc3ccccc3)CCCCC2)CC1,-8,-5,-4,8,7,16,2,0,0.7,-2,-1
CCOc1ccc(N/C(N)=N/c2nc(C)c(C)c(=O)[nH]2)cc1,3,6,0,-8,4,4,3,-1,0.9,-4,0
CNc1nc(C)c([N+](=O)[O-])c(Nc2ccc(OC)cc2)n1,-7,23,-21,3,1,12,2,-12,-2.4,2,6
Cc1cccc(-n2c(C)nc3cc(C(=O)N4CCOCC4)ccc32)c1,-3,-13,-6,-13,-1,8,9,-19,-2.7,-5,-15
CCn1nnnc1SCC(=O)N1N=C(c2cccs2)CC1c1cccs1 (stereo not given),-8,14,-4,-22,3,-7,2,6,0.3,-11,4
O=C(CC1C(=O)NCCN1CC1CCCCC1)NCc1cc(F)ccc1F (stereo not given),-9,-10,-3,-3,3,11,12,6,-2.8,-8,-40
O=C(c1ccccc1)c1c(O)nc(-c2ccccc2)n(-c2ccccc2)c1=O,-3,-69,-2,-31,11,-14,5,-22,-2.8,1,-27
O=C(OCC(=O)N1CCC(Cc2ccccc2)CC1)c1ccc[nH]c1=O,4,-2,1,1,1,10,10,19,-2.2,3,-21
O=[N+]([O-])c1c(NCCCO)cc(SCc2ccco2)c2nonc12,-1,10,0,-1,2,14,-17,-7,-3.8,3,17
Cc1c(NC(=S)NC(=O)c2ccccc2)c(=O)n(-c2ccccc2)n1C,5,5,-4,0,1,12,-3,-7,-1.1,6,20
Cc1cccc(C(=O)OCC(=O)N(CC(C)C)c2c(N)n(Cc3ccccc3)c(=O)[nH]c2=O)c1C,4,-29,-7,4,12,6,16,-26,-1.3,1,-2
CCC(CO)Oc1cc(NCc2cccc(OC)c2)c2ncn(C(C)C)c2c1 (stereo not given),0,-15,-5,10,-7,7,7,-40,0.8,7,-10
Cn1c(=O)c2c(-c3ccccc3)n(-c3cccc(Br)c3)cc2n(C)c1=O,nt,9,-6,-6,-7,14,nt,-29,nt,nt,10
CC(C)C[C@@H](CNCC(=O)[C@H](C)NC(=O)c1[nH]cnc1C(=O)N[C@@H](C)CN)NC(=O)c1nc[nH]c1C(=O)N[C@@H](C)C(=O)O,-4,4,-17,15,1,-1,9,-10,0.8,1,-3

# Screening data from PubChem.

# Not all compounds are listed; rates above refer to the full screens.
